Fh CTSL1 inh: blocks F. hepatica cathepsin L1 in PFM18AAP counter-screen; recombinant F. hepatica cathepsin L1, Z-Leu-Arg-MCA fluorescence; inhibition, % at 5.96 µM; 300,000 tested, 0.49% active; AID 1906;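 active = inhibition above the mean of all tested compounds plus 3 SD, set per screening campaign, cut at about 17% in these data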;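 note: 0% = plate median of test compound wells and 100% = 1 µM Z-Phe-Ala-diazomethylketone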
LYPLA2 inh: counter-screen for PME1 inhibitors: inhibitors of human LYPLA2. O95372. recombinant LYPLA2, FP-Rh probe fluorescence polarization. inhibition, % at 5.9 µM. 320,000 tested, 0.38% active. AID 2177;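 active = inhibition above the screen-wide mean plus 3 SD, limit set per campaign, cut at about 26% in these data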;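 note: 0% = LYPLA2 with DMSO and 100% = wells lacking LYPLA2 enzyme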
PREPL inhibitor: inhibits the human prolyl oligopeptidase-like enzyme; 320,000 tested, 0.68% active; recombinant PREPL, fluorescence polarization activity-based probe; AID 2751; inhibition, % at 5.96 µM; in the data active = inhibition above about 43%;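 note: 0% = enzyme with DMSO and 100% = wells lacking enzyme; many of its hits are not listed in these tables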
PP1 counter: counter-screen for PP5 inhibitors: inhibitors of human PP1-alpha | P62136 | purified PP1alpha, OMFP fluorescence | inhibition, % at 6.7 µM | 320,000 tested, 0.9% active;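 active = inhibition above the mean inhibition of all tested compounds plus 3 SD, computed separately for each screening campaign, cut at about 15% in these data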
PP5 inh: blocks human protein phosphatase 5 activity; P53041; purified PP5c, OMFP substrate fluorescence; inhibition, % at 6.7 µM; 320,000 tested, 0.18% active;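 active = inhibition above the campaign's mean inhibition across all tested compounds plus 3 SD, cut at about 9.5% in these data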;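 note: 0% = DMSO only and 100% = 100 µM cantharidin control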
Target sequence (P53041 whole entry, looked up): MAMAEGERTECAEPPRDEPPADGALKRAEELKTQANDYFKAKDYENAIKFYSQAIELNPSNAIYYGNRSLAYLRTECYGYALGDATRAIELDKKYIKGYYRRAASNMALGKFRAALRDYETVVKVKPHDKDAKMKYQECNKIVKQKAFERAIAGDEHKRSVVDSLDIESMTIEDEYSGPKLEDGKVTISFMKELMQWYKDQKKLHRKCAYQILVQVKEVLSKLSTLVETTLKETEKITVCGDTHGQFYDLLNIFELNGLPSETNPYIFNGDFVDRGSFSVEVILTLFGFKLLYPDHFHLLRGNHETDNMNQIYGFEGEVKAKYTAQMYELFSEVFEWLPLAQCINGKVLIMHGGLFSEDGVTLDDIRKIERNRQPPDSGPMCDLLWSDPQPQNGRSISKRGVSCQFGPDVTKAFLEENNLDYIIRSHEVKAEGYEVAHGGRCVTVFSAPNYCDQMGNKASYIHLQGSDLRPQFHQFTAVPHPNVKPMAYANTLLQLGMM
JMJD2C inh: inhibitors of human GASC-1 (JMJD2C) demethylase. Q9H3R0. GST-JMJD2C(1-420) H3K9me3 demethylation, DELFIA europium. inhibition, % at 2.35 µM. 330,000 tested, 0.069% active. AID 2099;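 active = more than half of a compound's replicate wells show inhibition beyond 50%, single wells judged on their own value; inconclusive = some, but no more than half, of replicates pass 50% inhibition; inactive = no replicate passes 50% inhibition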;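 note: signal counts dimethyl H3K9 product captured on neutravidin plate; 0% = median of DMSO wells and 100% = 0.3 times that DMSO median; strong numbers were not always called active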
Target sequence (Q9H3R0 1-420 limits assumed): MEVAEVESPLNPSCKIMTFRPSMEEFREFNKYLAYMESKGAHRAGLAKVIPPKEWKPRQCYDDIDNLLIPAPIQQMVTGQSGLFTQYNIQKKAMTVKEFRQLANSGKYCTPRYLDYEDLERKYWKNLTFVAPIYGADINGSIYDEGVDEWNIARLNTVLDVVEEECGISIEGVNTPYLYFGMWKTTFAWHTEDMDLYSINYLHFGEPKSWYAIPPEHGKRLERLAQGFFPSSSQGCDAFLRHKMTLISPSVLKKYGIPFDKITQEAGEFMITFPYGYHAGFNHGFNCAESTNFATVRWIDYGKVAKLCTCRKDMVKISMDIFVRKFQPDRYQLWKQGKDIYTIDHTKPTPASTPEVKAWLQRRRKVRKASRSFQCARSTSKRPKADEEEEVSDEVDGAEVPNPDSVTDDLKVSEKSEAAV
Efflux pump inh: inhibitors of Candida antifungal efflux pumps expressed in yeast; S. cerevisiae Candida pump triplex, Nile Red efflux; inhibition, % at 10 µM; 330,000 tested, 0.44% active;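 active = plate passing quality check with inhibition over a set limit, or well fluorescence over plate mean plus 4 SD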;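 note: Nile Red retained in pooled yeast measured as flow cytometry median fluorescence; 0% = buffer negative control and 100% = Enniatin B positive control; higher means more Nile Red kept so more efflux inhibition; some compounds called inactive have numbers as strong as hits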
TPT1 inh: blocks Candida albicans tRNA 2'-phosphotransferase; recombinant caTPT1, FP RNA substrate dephosphorylation; inhibition, % at 5 µM; 300,000 tested, 0.81% active; AID 1962;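 active = inhibition above the mean of all tested compounds plus 3 SD, set per screening campaign, cut at about 24% in these data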;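 note: plate controls were DMSO alone for no effect and ferristatin control at 100 nM for full effect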
HCV core dimer: blocks dimerization of HCV core protein | AID 1899 | inhibition, % at 5 µM | TR-FRET GST/Flag-core106 dimerization, 1536-well | 300,000 tested, 0.33% active;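 active = inhibition above the mean of all tested compounds plus 3 SD, set per screening campaign, cut at about 45% in these data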
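Assay system: tagged HCV core106 pair (GST and Flag); medium: KF-containing HEPES buffer, pH 7.45, DTT, CHAPS, BSA; also added: Eu donor and XL665 acceptor anti-tag antibodies; dosing: 5 µM single dose; timing: compound-protein-antibody incubation 4 h at 22.5 °C; signal: TR-FRET 671 and 617 nm emission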
Active calls of the source: *; ? = inconclusive. These rows are one share of the data; rates above refer to the full screens.

no.	Structure	Fh CTSL1 inh	LYPLA2 inh	PREPL inhibitor	PP1 counter	PP5 inh
1	Cn1cc(Br)c(C(=O)Nc2sc3c(c2C#N)CCC3)n1	-3	-1	-1	-4	-0.8
2	CCCc1[nH]n(-c2ccc([N+](=O)[O-])cc2)c(=O)c1C(C)=NCc1ccncc1	3	3	2	2	3.7
3	COc1ccc(CCCc2n[nH]c(=S)o2)cc1C	0	-3	-2	1	-2.0
4	Cc1cc(N/N=C/c2ccccc2[N+](=O)[O-])nc(-n2nc(C)cc2C)n1	-1	-2	14	12	4.2
5	CCc1nnc(NC(=O)CSc2nnc(CNc3ccc(C)cc3)n2C)s1	-3	-3	-3	-4	1.0
6	Cc1nn(C)cc1-c1cc(C(=O)O)c2ccccc2n1	1	-8	5	0	-0.3
7	CC1CCN(CC(C)OC(=O)c2ccc3c(c2)OCCO3)CC1 (stereo not given)	3	0	-6	-4	1.2
8	OCCSc1nc(-c2ccccc2)nc2ccc(F)cc12	3	-7	-9	2	2.5
9	CC1CCCC(NC(=O)CCCn2c(=O)[nH]c3cc(Cl)ccc3c2=O)C1C (stereo not given)	0	0	-5	-4	0.5
10	CCCCN(C)Cc1c(O)ccc2c(-c3ccccc3)cc(=O)oc12	3	3	9	-7	-1.3
11	COc1cc2ccccc2cc1C(=O)NNC(=O)c1ccccc1O	-1	1	15	-2	2.1
12	COc1cccc(/C=N/Nc2c(Cl)cncc2Cl)c1O	4	5	-1	-1	-0.8
13	Cc1ccc(N2C(=O)C3C4C=CC(CC4)C3C2=O)cc1Cl (stereo not given)	2	1	18	2	2.9
14	COc1ccc(-c2nn(CCC(=O)O)cc2/C=C2\SC(N)=NC2=O)cc1OC	4	-3	7	1	-1.9
15	COc1ccc2c(c1OC)C(=O)N1c3ccccc3COC21 (stereo not given)	0	10	9	-3	1.6

no.	JMJD2C inh	Efflux pump inh	TPT1 inh	HCV core dimer
1	-12	-0.1	-1	2
2	5	0.2	2	8
3	14	0.1	1	-2
4	-9	0.8*	0	-1
5	1	-0.1	0	-1
6	1	0.1	-2	6
7	-7	0.0	-3	-1
8	-3	0.2	0	-4
9	5	-0.1	1	2
10	?	-0.1	-4	-5
11	12	1.3	0	4
12	7	0.2	-3	-4
13	-4	-0.1	-4	-1
14	-4	-0.1	13	-1
15	-1	0.0	-6	-1

(listing goes on)
no.	Structure	Fh CTSL1 inh	LYPLA2 inh	PREPL inhibitor	PP1 counter	PP5 inh
16	COc1cc(C2C3=C(Nc4ncnn42)c2ccccc2CC3)cc(OC)c1OC (stereo not given)	0	8	-7	2	1.2
17	CCC(=O)Nc1cccc(NC(=O)COc2ccc(OC)cc2)c1	-3	-13	1	-5	2.0
18	C(=N\NCc1ccccc1)/c1ccc2ncccc2c1	5	2	19	-1	-0.2
19	CCCCOc1ccc(NC(=O)CN2CCN(Cc3ccccc3)CC2)cc1	0	4	4	-3	1.4
20	Cc1c(Br)c([N+](=O)[O-])nn1CC(=O)N1CCc2ccccc21	2	3	6	0	1.2
21	CCOC(=O)C1CCN(C(=O)c2cc3c(s2)-c2ccccc2OC3)CC1	0	-2	9	1	-0.2
22	CC(=O)C(Cc1ccccc1)NC(=O)CCl (stereo not given)	2	-3	-3	-5	0.8
23	Cn1cc(/C=N/Nc2ccccc2)c2ccccc21	11	-4	7	3	-1.4
24	Fc1cccc(CNCC2CCCO2)c1 (stereo not given)	-5	7	6	-4	-2.8
25	Cc1oc2c(C)c3oc(=O)c(CCC(=O)NCCCCCC(=O)O)c(C)c3cc2c1C	3	-5	4	-5	-1.9
26	COc1ccc(/C=C2/N=C3CCCCCN3C2=O)cc1	0	-2	14	-4	-2.2
27	O=C(CSc1nccc(-c2cccs2)n1)Nc1ccc(F)c(Cl)c1	3	-6	-30	0	4.7
28	O=C(N/N=C/C(Cl)=C/c1ccccc1)c1ccncc1	8	4	-5	1	-0.2
29	CCn1cc(C2=NCC(C)O2)c2ccccc21 (stereo not given)	0	7	9	-1	0.4
30	COc1ccccc1CNC(=O)CCN1C(=O)COc2ccc(C)cc21	0	0	9	-1	1.1

no.	JMJD2C inh	Efflux pump inh	TPT1 inh	HCV core dimer
16	-6	0.0	-4	-7
17	5	0.4	-5	-7
18	1	0.1	2	-2
19	-5	0.1	0	9
20	-3	-0.1	-1	1
21	1	0.1	4	-1
22	0	0.0	0	3
23	-22	-0.1	2	0
24	-4	0.1	3	-15
25	1	-0.2	-1	6
26	2	0.4	1	-8
27	0	0.0	-5	0
28	-3	0.0	-2	-2
29	-8	0.1	1	3
30	1	-0.1	-1	1

Records 25 through 30 from above:
no.	Structure	Fh CTSL1 inh	LYPLA2 inh	PREPL inhibitor	PP1 counter	PP5 inh
25	Cc1oc2c(C)c3oc(=O)c(CCC(=O)NCCCCCC(=O)O)c(C)c3cc2c1C	3	-5	4	-5	-1.9
26	COc1ccc(/C=C2/N=C3CCCCCN3C2=O)cc1	0	-2	14	-4	-2.2
27	O=C(CSc1nccc(-c2cccs2)n1)Nc1ccc(F)c(Cl)c1	3	-6	-30	0	4.7
28	O=C(N/N=C/C(Cl)=C/c1ccccc1)c1ccncc1	8	4	-5	1	-0.2
29	CCn1cc(C2=NCC(C)O2)c2ccccc21 (stereo not given)	0	7	9	-1	0.4
30	COc1ccccc1CNC(=O)CCN1C(=O)COc2ccc(C)cc21	0	0	9	-1	1.1

no.	JMJD2C inh	Efflux pump inh	TPT1 inh	HCV core dimer
25	1	-0.2	-1	6
26	2	0.4	1	-8
27	0	0.0	-5	0
28	-3	0.0	-2	-2
29	-8	0.1	1	3
30	1	-0.1	-1	1

(listing goes on)
no.	Structure	Fh CTSL1 inh	LYPLA2 inh	PREPL inhibitor	PP1 counter	PP5 inh
31	CCC(C)(C)C1CCc2[nH]nc(C(=O)NCCN3CCOCC3)c2C1 (stereo not given)	-1	1	-3	5	1.9
32	CCOc1ccc(NC(=O)CC2C(=O)Nc3ccccc3N2C(=O)c2ccccc2)cc1 (stereo not given)	2	-3	0	1	1.1
33	CCOC(=O)c1sc(=S)n(C)c1N	9	-2	14	2	-7.8
34	Cc1cc(C)c2oc(C(=O)NC3CCS(=O)(=O)C3)cc(=O)c2c1 (stereo not given)	-1	-2	9	0	2.1
35	O=C(CSc1cccc2cccnc12)Nc1cc(C(=O)O)cc(C(=O)O)c1	1	-1	5	-2	1.0
36	COc1ccc(NC(=O)NC2(C(=O)N3CCCCC3)CCCCC2)cc1	4	-13	3	0	0.1
37	CCCCN(C)CCCNC(=O)CN1C(=O)CSc2ccc(S(=O)(=O)N3CCOCC3)cc21	5	-1	1	-1	0.1
38	CC(C)CCNC(=S)Nc1ccc([N+](=O)[O-])cc1	4	4	12	1	3.2
39	Cc1ccc(C2=C(O)c3ccccc3C(=O)C2=O)cc1	2	0	-7	1	2.3
40	COC(=O)c1ccc2c(c1)nc(C)n2CCO	-1	-1	5	1	2.5
41	COc1ccc(/C=C/C(=O)Oc2ccc(/C=N\NC(=O)c3ccc(F)cc3)cc2)cc1	2	-6	6	2	2.9
42	C=CCn1c(NCc2ccccc2OC)nc2ccccc21	-1	3	-8	0	3.1
43	CCSc1nnc(NC(=O)CSc2nnc(Cc3cccn3C)n2CCc2ccccc2)s1	2	3	14	1	-0.3
44	CCOC(=O)Nc1ccc(C)cc1C	1	1	-2	-1	-1.3
45	O=Cc1c(NCCCN2CCCC2=O)c2ccccc2[nH]c1=O	0	5	1	-2	1.1

no.	JMJD2C inh	Efflux pump inh	TPT1 inh	HCV core dimer
31	-6	0.1	1	-2
32	-24	0.1	2	6
33	-6	-0.1	3	3
34	3	-0.2	-1	-5
35	2	0.1	-1	2
36	11	-0.1	-1	-12
37	-1	0.1	11	2
38	1	-0.3	-3	-4
39	6	-0.1	0	-18
40	-20	0.0	2	5
41	-7	-0.2	0	13
42	1	-0.2	1	-4
43	-13	-0.1	0	4
44	-8	-0.1	0	-1
45	-17	-0.1	2	2

Next section:
no.	Structure	Fh CTSL1 inh	LYPLA2 inh	PREPL inhibitor	PP1 counter	PP5 inh
46	CCC(=O)OCc1c(C(F)(F)F)nn(C)c1Sc1ccc(F)cc1	2	-6	-8	3	0.3
47	COC(=O)C1=C(C)NC(=O)/C1=C\c1cccs1	6	3	1	-1	2.7
48	CCN(c1cccc(C)c1)S(=O)(=O)c1ccc2c(c1)oc(=O)n2C	0	8	6	3	-0.7
49	O=C(CN1CCN(Cc2cccc(F)c2)CC1)Nc1ccccc1F	3	-10	-5	0	0.3
50	Cc1ccc(C)c(CN2C(=O)CSc3ccc(C(=O)NCC(C)CN4CCC(C)CC4)cc32)c1 (stereo not given)	7	1	-2	-1	0.9
51	O=C(Nc1ccc(F)c(F)c1)C1CCCCC1	-3	-5	10	1	2.7
52	COc1ccc(/C=N/Nc2cc(C)nc3ccc(OC)cc23)c(OC)c1	-3	2	89*	14	1.8
53	O=C(c1sccc1Br)N1CCN(Cc2ccc3c(c2)OCO3)CC1	2	4	7	7	-0.1
54	C/C(=C\C#N)n1nc(C)cc1N	5	-1	8	-11	-4.5
55	COCc1cc(Sc2ccc(Cl)cc2)nc(C)n1	-3	4	5	2	-1.7
56	COc1cc(SC#N)ccc1N=Cc1c(C)[nH]n(-c2ccc(C)cc2)c1=O	9	-1	11	8	1.9
57	Cc1ccc(C)n1-c1ccc(C#N)cn1	1	3	2	-4	-1.4
58	O=C(O)/C(=C\c1ccco1)NC(=O)c1ccc(Br)o1	1	1	-4	-1	-2.2
59	COc1ccc(C(CNCC(=O)Nc2ccccc2F)N(C)C)cc1 (stereo not given)	1	1	6	4	3.6
60	CCOc1ccc(CCNC(=O)Cn2ncn3nc(-c4ccc(OC)cc4)cc3c2=O)cc1	0	4	12	3	4.5

no.	JMJD2C inh	Efflux pump inh	TPT1 inh	HCV core dimer
46	11	0.1	1	1
47	-14	0.0	2	-22
48	16	-0.1	4	1
49	12	0.1	0	-3
50	-24	0.1	2	-4
51	2	0.1	0	-13
52	-15	0.5	0	-8
53	-1	-0.1	0	5
54	6	0.0	-4	-7
55	-3	0.0	-1	-2
56	5	-0.2	23	-13
57	-4	0.0	1	-2
58	-8	0.1	-1	2
59	-7	0.1	1	0
60	8	0.0	-4	-8

The list goes on.
no.	Structure	Fh CTSL1 inh	LYPLA2 inh	PREPL inhibitor	PP1 counter	PP5 inh
61	COC(=O)C[C@H]1c2cc(C(F)(F)F)ccc2S(=O)(=O)N1C(C)(C)C	-2	3	7	1	6.1
62	O=C(NCc1cccs1)c1cc(-c2ccccc2)on1	2	1	14	-1	3.5
63	CC(=O)NC(Nc1nc2c(s1)CCCC2)(C(F)(F)F)C(F)(F)F	-4	-5	3	-2	-1.7
64	COCCN(Cc1cc2cc(C)ccc2nc1Cl)C(=O)Nc1ccccc1OC	3	5	5	1	0.5
65	COc1ccc(OC)c(NC(=O)CCNS(=O)(=O)c2ccc3c(c2)c(=O)n(C)c(=O)n3C)c1	4	-1	27	-1	3.0

no.	JMJD2C inh	Efflux pump inh	TPT1 inh	HCV core dimer
61	10	-0.1	-2	1
62	-6	-0.1	-1	5
63	6	0.1	3	-14
64	-4	0.0	-3	2
65	1	0.0	-5	-18

Screens from PubChem BioAssay.
